Screens as filed in PubChem.
RGS4 inh = RGS4 inhibitors, primary screen, cell-based, HEK293 M3R inducible RGS4, calcium flux; actives 0.45% (n = 310,000); B-score at 10 µM; Fluo-4 calcium flux; active compounds read high; triggered by carbachol at its EC20; AID 463165, 2010; Regulator of G-protein signaling 4 (Homo sapiens), P49798;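 active = B-score, a plate-corrected calcium signal, over three deviations above library mean, with baseline fluorescence within five deviations of library mean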;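 note: RGS4 expression induced by doxycycline in cells with stable M3 receptor; B-score is computed from the integrated fluorescence ratio over baseline after carbachol; higher B-score means a larger calcium signal and so more RGS4 inhibition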
Target sequence (P49798 whole entry, looked up): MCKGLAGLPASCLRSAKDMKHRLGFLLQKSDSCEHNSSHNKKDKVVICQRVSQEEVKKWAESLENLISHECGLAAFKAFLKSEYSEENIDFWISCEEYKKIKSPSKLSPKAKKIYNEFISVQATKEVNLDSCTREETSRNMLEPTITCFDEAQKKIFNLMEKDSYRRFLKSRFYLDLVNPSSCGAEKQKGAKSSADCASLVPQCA
PolyA inh = polyadenylation inhibitors in yeast reporter cells, primary screen, luminescence, S. cerevisiae; S. cerevisiae SKY197-pL101 polyadenylation reporter, beta-gal luminescence; efflux-impaired pdr1/pdr3 knockout yeast; score 100 = 6 SD above DMSO; calls only at 12 µM; actives 0.02% (n = 300,000);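 active = lowest replicate activity score at least 50, where 100 means six control SD above control mean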;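 note: yeast exposed to compound for 9 h at 30 °C; higher score means more reporter readthrough which indicates perturbed polyadenylation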
RGS4 act = RGS4 potentiators or activators, primary screen, cell-based, HEK293 M3R inducible RGS4, calcium flux. carbachol calcium flux Fluo4; active compounds read low. B-score at 10 µM. actives 0.92% (n = 310,000);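 active = B-score of the integrated calcium signal more than 4 SD below the library mean, with starting fluorescence not abnormally high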;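 note: negative B-score means reduced calcium response which marks RGS4 activation or potentiation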
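Reagent: ECmax carbachol challenge; Test system: M3R-expressing HEK293 line, RGS4 induced by doxycycline; Schedule: overnight RGS4 induction, 30 min dye load 37 °C, 20 min compound RT; Detection: calcium dye Fluo4 fluorescence; Read-out: Agonist-evoked peak-minus-minimum fluorescence over baseline, integrated ratio, B score.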
GSK3beta inhib = human GSK3beta kinase inhibitors, primary screen, biochemical, cell-free homogeneous, HTS; activity score (negative = inhibition), % at 10 µM; GST-GSK3beta kinase, ADP-Glo luminescence, 60 min; active compounds read low; actives 0.038% (n = 300,000);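 active = more than half of replicate wells score below -50%, meaning over 50% inhibition versus plate controls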;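 note: 0% = median DMSO wells and -100% = median GW8510 positive control wells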
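test system = GST-tagged human GSK3beta kinase, cell-free | reagent = 25 µM ATP with peptide substrate | dosing = one dose of 10 µM per compound | schedule = 60 min reaction, RT | detection = luminescent ADP-Glo measurement of ADP formed | control set = DMSO neutral wells and GW8510 at 20 µM as positive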
GSK3 alpha inh = blockers of GSK3A enzyme activity – biochemical, luminescence, cell-free homogeneous, HTS, primary screen; Glycogen synthase kinase-3 alpha (Homo sapiens), P49840; GSK-3 alpha kinase, ADP-Glo luminescence, 60 min; inhibition, % at 10 µM; AID 2650, 2010; actives 0.1% (n = 320,000);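 in the data active = inhibition above about 50%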;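 note: GST-tagged GSK-3 alpha with peptide substrate and 25 µM ATP; 0% = DMSO neutral wells and 100% = GW8510 positive control wells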
Target sequence (P49840 whole entry, looked up): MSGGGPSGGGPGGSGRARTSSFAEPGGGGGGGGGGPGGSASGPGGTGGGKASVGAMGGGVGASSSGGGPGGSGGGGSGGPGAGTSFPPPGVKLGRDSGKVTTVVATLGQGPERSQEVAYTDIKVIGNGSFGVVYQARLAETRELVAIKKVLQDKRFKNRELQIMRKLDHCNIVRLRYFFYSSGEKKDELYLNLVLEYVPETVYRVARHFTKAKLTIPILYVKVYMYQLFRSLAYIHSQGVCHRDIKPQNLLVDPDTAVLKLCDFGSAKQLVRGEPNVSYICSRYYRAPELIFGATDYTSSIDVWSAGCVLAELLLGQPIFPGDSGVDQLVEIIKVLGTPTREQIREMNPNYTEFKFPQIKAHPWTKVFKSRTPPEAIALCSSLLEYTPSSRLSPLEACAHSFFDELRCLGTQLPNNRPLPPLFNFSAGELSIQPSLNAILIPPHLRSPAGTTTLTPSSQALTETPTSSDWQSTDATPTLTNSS
KCNK3 block = human KCNK3 channel inhibitors, primary screen, CHO cells, FluxOR thallium flux, B-score; B-score at 10 µM; AID 602410, 2012; Potassium channel subfamily K member 3 (Homo sapiens), O14649; actives 0.84% (n = 340,000); FluxOR fluorescence; active compounds read low;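 active = B-score under library mean minus 4 SD, starting fluorescence ratio at most library mean plus 5 SD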;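 note: more negative B-score means stronger inhibition of thallium flux through KCNK3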
Target sequence (O14649 whole entry, looked up): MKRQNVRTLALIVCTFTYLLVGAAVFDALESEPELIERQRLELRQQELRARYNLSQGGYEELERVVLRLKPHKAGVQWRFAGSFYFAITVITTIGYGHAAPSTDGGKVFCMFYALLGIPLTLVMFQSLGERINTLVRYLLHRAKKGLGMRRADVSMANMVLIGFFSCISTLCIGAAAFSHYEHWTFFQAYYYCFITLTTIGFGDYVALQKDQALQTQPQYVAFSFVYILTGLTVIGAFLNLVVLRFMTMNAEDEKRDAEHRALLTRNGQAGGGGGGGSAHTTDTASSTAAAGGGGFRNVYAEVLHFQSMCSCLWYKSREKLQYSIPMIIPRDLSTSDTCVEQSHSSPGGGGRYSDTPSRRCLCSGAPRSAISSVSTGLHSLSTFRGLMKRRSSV
DYRK1A inh = rat Dyrk1A kinase inhibitors, primary screen, biochemical, single point, plate reader | ADP-Glo luminescence, NFATc1 peptide | inhibition, % at 12.5 µM | actives 0.43% (n = 310,000) | AID 504441, 2011; in the data active = inhibition above about 50%;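 note: plate controls were vehicle with enzyme for no effect and no enzyme for full effect; many of its hits are not listed in these tables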
KCNK9 inh = KCNK9 potassium channel inhibitors, primary screen, HEK293 cells, thallium flux. AID 488922, 2010. actives 1.2% (n = 310,000). B-score at 10 µM. FluxOR thallium flux fluorescence; active compounds read low. Potassium channel subfamily K member 9 (Homo sapiens), Q9NPC2;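 active = ratio B-score over 3 SD below the library mean, with starting fluorescence within 5 SD of its mean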;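 note: negative B-score means less thallium flux so channel inhibition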
KCNQ1 block = inhibitors of human KCNQ1 channel, primary screen, cell-based, thallium flux, high-throughput; actives 1.3% (n = 310,000); AID 2642, 2010; CHO-K1 KCNQ1, FluxOR thallium flux fluorescence; active compounds read high; B-score at 10 µM;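 active = compounds whose thallium flux B-score, printed positive for inhibition, exceeds three library SD while starting fluorescence stays within three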;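 note: channel opened by potassium depolarization with thallium stimulus after 20 min compound exposure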
hERG protect = hERG rescue from dofetilide block, primary screen, cell-based, CHO-hERG, FluxOR thallium flux, dofetilide IC70; Voltage-gated inwardly rectifying potassium channel KCNH2 (Homo sapiens), Q12809; dofetilide IC70 present; activation (rescue from dofetilide block), less the hit threshold, % at 10 µM; actives 0.51% (n = 310,000);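 active = activation above the mean of controls blocked by dofetilide plus 5 SD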;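 note: thallium influx through hERG after potassium depolarization seen as dye fluorescence rise; in these data hits start at about 4.7%; inactives centre near -7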
KCNQ1 act = potentiators or activators of KCNQ1 channel, primary screen, cell-based, thallium flux, high-throughput; actives 0.35% (n = 310,000); CHO-K1 KCNQ1, thallium flux FluxOR fluorescence; active compounds read high; B-score at 10 µM;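 active = fluorescence ratio B-score, a plate-corrected score, at least three library SD, with initial intensity B-score within 5 SD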
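Assay system: CHO-K1 cells stably expressing KCNQ1. Medium: assay buffer for compound exposure, DMSO matched across wells. Timing: 37 °C overnight plating, 90-min dark dye load, 20-min compound pretreatment. Signal: kinetic FluxOR fluorescence, 10 s baseline plus 110 s post-stimulus.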
Starred values were filed as active, the others as inactive; i = inactive; · = not tested or not shown. The list is partial; count on the stated rates, not on these rows.

SMILES	RGS4 inh	PolyA inh	RGS4 act	GSK3beta inhib	GSK3 alpha inh	KCNK3 block	DYRK1A inh	KCNK9 inh	KCNQ1 block	hERG protect	KCNQ1 act
CC(C)Cn1c(N)c(C(=O)COC(=O)c2ccc(O)cc2)c(=O)n(C)c1=O	i	i	i	0	1	i	2	i	i	-24	i
Cc1ccc2[nH]c(=O)c(CN(C)S(=O)(=O)c3cccc4nonc34)cc2c1	i	i	i	-2	-2	i	3	i	i	-12	i
Cc1cc(C)nc(N/N=C/c2cccc3ccccc23)n1	i	i	i	-22	-2	i	6	i	i	-3	i
O=C(CSc1nc2ccccc2s1)Nc1ccc(N2CCOCC2)c(Cl)c1	i	i	i	-1	-4	i	-6	i	i	-7	i
CCCC1(C)SC(NC(C)=O)=NN1C(C)=O (stereo not given)	i	i	i	3	0	i	-2	i	i	-1	i
COc1ccc(CNC(=O)CCOc2ccc(C(C)(C)C)cc2)cc1	i	i	i	1	-1	i	-3	i	i	-10	i
COc1ccc2oc(=O)c(C(=O)NCc3cccnc3)cc2c1	i	i	i	1	0	i	20	i	i	-7	i
O=C(OCC(=O)N1CCc2ccccc2C1)c1cc(=O)[nH]c2ccccc12	i	i	i	0	1	i	-4	i	i	-11	i
O=S(=O)(c1ccc(Br)s1)N1CCNCC1	i	·	i	-1	1	i	-5	i	i	-13	i
CCn1c(SCc2cccnc2)nc2c1c(=O)n(C)c(=O)n2C	i	i	i	1	1	i	1	i	i	-1	i
N#Cc1c2n(c3c(=O)n(CC(=O)c4ccc(Br)cc4)cnc13)CCCC2	i	·	i	0	-1	i	18	i	i	-5	i
CC(C)CC(=O)/C(=C\c1ccc(Cl)cc1Cl)n1cncn1	6.8*	i	i	-1	·	i	1	i	i	-24	i
Cc1ccc(C(=O)N[C@H](C(=O)OCc2cc(=O)n3c(n2)sc2ccccc23)C(C)C)cc1	i	i	i	-2	1	i	-4	i	i	-1	i
O=C1COc2ccc(S(=O)(=O)CCC(=O)NC3CCCCC3)cc2N1	i	i	i	3	0	i	1	i	i	-5	i
COc1ccc(-n2nc(C(=O)NCC(=O)NCCC3=CCCCC3)c3ccccc3c2=O)cc1	i	i	i	1	0	i	-2	i	i	-8	i
COc1ccc2c(c1)CC/C(=C\Nc1ccc3c(c1)OCO3)C2=O	i	i	i	4	-1	i	11	i	i	-16	i
CC(=O)NCCc1nc2cc(NC(=O)c3ccc(F)cc3)ccc2n1C	i	i	i	0	-1	i	-4	i	i	-5	i
O=C(CSc1nnc(-c2ccccc2)n1Cc1ccccc1)NC1CC1	i	i	i	0	-1	i	0	i	i	-2	i
COc1cc(C(=O)NC(=S)Nc2ccc(N3CCCC3)cc2)cc(OC)c1OC	i	i	i	0	-3	i	0	i	i	-7	i
COc1ccccc1CNC(=O)C(C)c1ccc([N+](=O)[O-])cc1 (stereo not given)	i	i	i	-2	-1	i	0	i	i	-11	i
Cc1noc(C(=O)Nc2ccc(Cl)cc2)c1Cl	i	i	i	-1	4	·	·	i	i	-2	i
C/C(=N\NC(=O)Cn1nc(C)cc1C)c1ccc([N+](=O)[O-])cc1	i	i	i	0	4	i	-1	i	i	-8	i
Cc1cnc(CN2CCc3c([nH]c4ccccc34)C2CC(C)C)[nH]1 (stereo not given)	i	i	i	0	1	i	3	i	i	-12	i
CC(NC(=O)Cc1ccsc1)c1ccc(F)cc1 (stereo not given)	i	i	i	·	-1	i	-3	i	i	-7	i
CCc1ccc(Nc2cc(C)nc3ncnn23)cc1	i	i	i	-1	9	i	13	i	i	-8	i
Cc1ccc2oc(C(=O)N3CCN(CCO)CC3)c(C)c2c1	i	i	i	0	3	i	1	i	i	8.5*	9*
O=S1(=O)[C@H]2C[C@@H]3C=C[C@@]2(CN1Cc1ccc(F)cc1)O3	i	i	i	-2	0	i	13	i	i	-9	i
Cc1ccc(/C(N)=N/OC(=O)COc2ccc(Cl)c(C)c2)cc1	i	i	i	2	-2	i	-1	i	i	-2	i
CN(C)CCCN(C(=O)CCc1ccccc1)c1nc2c(F)cccc2s1	i	i	i	-4	2	i	-6	i	i	-13	i
O=C(O)COc1ccccc1/C=N/NC(=O)C(O)c1ccccc1 (stereo not given)	i	·	i	-1	0	i	-4	i	i	-8	i
Cn1c(=O)c2cc(S(=O)(=O)NCCC(=O)NCC3CCCO3)ccc2n(C)c1=O (stereo not given)	i	i	i	2	0	i	4	i	i	-6	i
C=CCc1cccc2cc(C(=O)NCCOC)c(=O)oc12	i	i	i	2	1	i	-3	i	i	-12	i
CC(C)CN1CCN(Cc2cc(F)ccc2-n2cccn2)CC1CCO (stereo not given)	i	i	i	3	0	i	-2	i	i	-6	i
Cc1ccc2[nH]cc(S(=O)(=O)c3ccc(C)c(C)c3)c(=O)c2c1	i	i	i	0	0	i	2	i	i	-3	i
CC1(c2nnc(Cc3ccccc3)o2)CC(c2ccccc2[N+](=O)[O-])=NO1 (stereo not given)	i	i	i	-2	-1	i	12	i	i	-8	i
Cc1ccc(-c2noc(CCC(=O)NCCN3CCc4ccccc4C3)n2)cc1	i	·	i	-24	-1	i	6	i	i	-1	i
COc1cccc(CNC(=O)COC(=O)CCCNC(=O)c2ccc(Cl)cc2)c1	i	i	i	3	-3	i	0	i	i	-12	i
CN(C)C(=S)Nc1ccc(Cc2ccncc2)cc1	i	i	i	4	6	i	4	i	i	-7	i
Cc1cnc(CN(C)C(=O)CC2C(=O)NCCN2Cc2cccc(F)c2F)[nH]1 (stereo not given)	i	i	i	2	0	i	-4	i	i	-11	i
CCn1cc(C(=O)NCC(OC)OC)c(=O)c2cc(S(=O)(=O)N3CCC(C)CC3)ccc21	i	i	i	0	0	i	-7	i	6*	-10	i
Cc1cccc(NC(=O)c2cc(S(=O)(=O)N(C)c3ccc(F)cc3)ccc2Cl)n1	i	i	i	8	-1	i	-1	i	i	-6	i
CCN1C(=O)C(CC(=O)Nc2ccc(F)cc2)N(Cc2cccs2)C1=S (stereo not given)	i	i	i	-1	-2	i	-3	i	i	-14	i
Cc1ccc(-c2nnc(NC3CCCC3)s2)cc1	i	i	i	1	-1	i	0	i	i	-12	i
O=[N+]([O-])c1cc(C(F)(F)F)ccc1NCCOc1ccccc1	i	i	i	-1	-1	i	-10	i	i	-6	i
O=C(O)c1cc(-c2ccc3c(c2)OCCO3)n[nH]1	i	i	i	1	-5	i	24	i	i	-2	i
CC1(C)NC(=O)N(CC(O)CN2C(=O)NC(C)(C)C2=O)C1=O	i	i	i	0	-2	i	11	i	i	-9	i
COc1ccc(Cc2nc3ccc(C(=O)N4CCN(C)C(C)C4)cc3o2)cc1OC (stereo not given)	i	i	i	4	0	i	6	i	i	-6	i
CCC(C)(C)n1nnnc1C(c1cc2ccc(OC)cc2[nH]c1=O)N1CCCCC1 (stereo not given)	i	i	i	1	-3	i	5	i	i	-16	i
Cc1cc(C)n2nc3nc(N4CCCCC4)nc(-c4ccco4)c3c2n1	i	i	i	4	0	i	-8	i	i	-13	i
Cc1ccc(NC(=S)N2CCC(NC(=O)C3CCCCC3)CC2)cc1C	i	i	i	1	-1	i	4	i	i	-9	i
CN(Cc1nc(-c2ccc(Cl)cc2)no1)C(=O)c1ccco1	i	i	i	-2	-2	i	0	i	i	-8	i
NS(=O)(=O)c1ccc(NC(=O)COC(=O)CSc2n[nH]c(-c3ccccc3)n2)cc1	i	i	i	-1	-2	i	0	i	i	1	i
O=C(Nc1nccs1)c1cc(Cl)ccc1[N+](=O)[O-]	i	i	i	-3	-2	i	3	i	i	-4	i
COCCn1c(SCc2ccc(C(=O)OC)o2)nnc1-c1c[nH]c2ccccc12	i	i	i	5	-2	i	4	i	i	-7	i
CC(=O)Nc1ccc(S(=O)(=O)N(CCCN2CCOCC2)Cc2cccs2)cc1	i	i	i	-2	-3	i	7	i	i	-7	i
O=C(C1CCCN1S(=O)(=O)c1ccc(Cl)c(Cl)c1)N1CCOCC1 (stereo not given)	i	i	i	0	0	i	1	i	i	-1	i
O=C(NNC(=O)C1CCC1)c1ccc(Cl)cc1	i	i	i	-3	-2	i	18	i	i	-12	i
COc1ccccc1CNC(=O)CC1Sc2ccccc2NC1=O (stereo not given)	i	i	i	0	-2	i	-3	i	i	-8	i
Cc1ccc(/C=N/NC(=O)NN(C)c2ncc(C(F)(F)F)cc2Cl)cc1	i	i	i	14	1	i	·	i	i	-5	i
O=C1c2oc3ccc(Cl)cc3c(=O)c2C(c2cccc(Br)c2)N1CCO (stereo not given)	i	i	i	0	0	i	-7	i	i	-10	i

Shown with each value named: part of the list above
> O=C(Nc1nccs1)c1cc(Cl)ccc1[N+](=O)[O-]
- RGS4 inh: i
- PolyA inh: i
- RGS4 act: i
- GSK3beta inhib: -3
- GSK3 alpha inh: -2
- KCNK3 block: i
- DYRK1A inh: 3
- KCNK9 inh: i
- KCNQ1 block: i
- hERG protect: -4
- KCNQ1 act: i
> O=C(C1CCCN1S(=O)(=O)c1ccc(Cl)c(Cl)c1)N1CCOCC1 (stereo not given)
- RGS4 inh: i
- PolyA inh: i
- RGS4 act: i
- GSK3beta inhib: 0
- GSK3 alpha inh: 0
- KCNK3 block: i
- DYRK1A inh: 1
- KCNK9 inh: i
- KCNQ1 block: i
- hERG protect: -1
- KCNQ1 act: i
> Cc1ccc(NC(=S)N2CCC(NC(=O)C3CCCCC3)CC2)cc1C
- RGS4 inh: i
- PolyA inh: i
- RGS4 act: i
- GSK3beta inhib: 1
- GSK3 alpha inh: -1
- KCNK3 block: i
- DYRK1A inh: 4
- KCNK9 inh: i
- KCNQ1 block: i
- hERG protect: -9
- KCNQ1 act: i
